OX1R antag-1 = blocks the human orexin 1 receptor | inhibition, % at 5 µM | CHO/OX1R cells, Fluo-8 calcium fluorescence, orexin A | AID 434989 | O43613 | hit rate 0.43% among 330,000;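 active = inhibition above its plate's threshold, mean inhibition of all tested compounds on the plate plus 3 SD, cut at about 37% in these data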;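 note: 0% = orexin A challenge wells and 100% = SB-334867-A antagonist wells; not every result past the cut was called active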
STK33 inh = inhibitors of human STK33 kinase; AID 2661; Q9BYT3; inhibition, % at 10 µM; hit rate 0.073% among 320,000; purified STK33, MBP phosphorylation, ADP-Glo luminescence;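 active = inhibition at or above 25%, using the most active replicate where run in duplicate; inactive = inhibition below 25%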
Target sequence (Q9BYT3 whole entry, looked up): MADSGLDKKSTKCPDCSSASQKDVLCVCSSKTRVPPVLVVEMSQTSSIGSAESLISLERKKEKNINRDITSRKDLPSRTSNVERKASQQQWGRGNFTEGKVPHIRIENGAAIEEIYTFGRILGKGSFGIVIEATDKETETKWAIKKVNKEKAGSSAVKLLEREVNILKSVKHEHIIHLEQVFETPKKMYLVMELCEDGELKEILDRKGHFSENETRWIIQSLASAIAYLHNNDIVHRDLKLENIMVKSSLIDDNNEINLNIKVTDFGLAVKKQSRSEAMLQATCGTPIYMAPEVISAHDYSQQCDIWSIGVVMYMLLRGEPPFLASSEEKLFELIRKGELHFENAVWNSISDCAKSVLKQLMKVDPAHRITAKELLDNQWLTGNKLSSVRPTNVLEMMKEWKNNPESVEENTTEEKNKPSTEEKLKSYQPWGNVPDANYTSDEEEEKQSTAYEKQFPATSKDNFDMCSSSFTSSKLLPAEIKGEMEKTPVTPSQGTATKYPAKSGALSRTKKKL
OX1R antag-2 = antagonists of human orexin 1 receptor (OX1R) | O43613 | OX1R-expressing cells, FRET antagonist read-out | inhibition, % at 6.6 µM | hit rate 1.8% among 330,000 | AID 485270; in the data active = inhibition mostly above about 38%, no sharp cut-off; inactive = mostly below about 40%;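 note: 0% = agonist challenge alone and 100% = reference antagonist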
* marks the source's active call; other numbers are inactive results; · = no result given.

OX1R antag-1 | STK33 inh | OX1R antag-2 | mol
-8 | 0.0 | 0 | O=C(CCl)NC1(C(F)(F)F)C(=O)Nc2c1c(=O)[nH]c(=O)n2-c1ccccc1 (configuration not stated)
-24 | · | 7 | CC1CCCCC1NC(=O)CN1C(=O)NC(C)(c2cccc(Br)c2)C1=O (configuration not stated)
5 | -1.5 | 17 | Cn1nnc2c(sc3nc(N4CCOCC4)c4c(c32)CCCC4)c1=O
-13 | -1.3 | 5 | COc1ccc(NS(=O)(=O)c2cccc(NC(=O)CNC(C)=O)c2)cc1
5 | -0.1 | 7 | COc1cc(C)ccc1OCC(=O)OCC(=O)NCC1CCCCC1
-20 | -1.2 | 8 | O=C(CN(Cc1ccccc1)S(=O)(=O)c1ccccc1)N/N=C/c1ccc([N+](=O)[O-])cc1
16 | -0.7 | 43* | CCOc1ccc(OCCN2C(=O)NC(Cc3c[nH]c4ccccc34)C2=O)cc1 (configuration not stated)
-14 | -1.5 | 3 | CCCCN(C)CCCNC(=O)c1cc(=O)[nH]c2ccc(S(=O)(=O)N3CCCCC3C)cc12 (configuration not stated)
-2 | -1.7 | 19 | COc1ccc(NC(=O)c2cc3cc(OC)ccc3oc2=O)cc1
-8 | -0.2 | 11 | CN(C(=O)c1ccc(F)cc1)c1ccc(OCC(=O)Nc2ccccc2C(=O)O)cc1
-9 | -1.1 | 39 | N#Cc1c(-c2ccccc2)ccn(Cc2ccc(Cl)cc2)c1=O
-10 | -0.6 | 6 | C=CCn1c(SCC(=O)c2c(N)n(CCC)c(=O)n(C)c2=O)nnc1-c1ccncc1

Next section
OX1R antag-1 | STK33 inh | OX1R antag-2 | mol
-20 | -2.0 | 18 | Cc1ccc2c(c1)NC(C(C)(C)C)CO2 (configuration not stated)
2 | -1.3 | 8 | CC1Cc2ccccc2N1C(=O)C1CCN(S(=O)(=O)c2cccs2)CC1 (configuration not stated)
-18 | 0.7 | 37 | CCn1nc(C)c(NC(=O)CCCSc2nc(-c3ccco3)cc(C(F)(F)F)n2)c1C
4 | -2.8 | -5 | CCc1nnc(NS(=O)(=O)c2ccc(NC(=O)c3ccc(S(=O)(=O)N(CC)CC)cc3)cc2)s1
-8 | 1.8 | 30 | COc1ccc(CC(=O)n2[nH]c(=O)c3ccccc3c2=O)cc1OC
0 | -0.9 | 7 | O=c1cc(CN2CCOCC2)c2c(ccc3ccccc32)o1
-8 | 1.5 | 33 | COc1ccc(N2C3=C(CC4=C2CCCC4=O)C(=O)CCC3)cc1
-17 | -1.4 | 10 | COc1cccc(CCC(=O)N2CCC(n3nccc3NC(=O)CC(C)C)CC2)c1
-20 | -1.2 | 4 | Cc1ccc(-c2noc(-c3c(C)noc3C)n2)cc1
-15 | 0.8 | -2 | CS(=O)(=O)N(Cc1ccccc1Cl)c1ccc(C(=O)NCc2ccccn2)cc1
17 | 0.7 | 20 | O=C(/C=C/c1cccnc1)c1ccc(O)cc1
-35 | -1.1 | 2 | CC(C)(C)c1ccc(Cn2nnc3c(=O)[nH]c(C4CCCN(C(=O)c5cccs5)C4)nc32)cc1 (configuration not stated)

No new results follow: 14 of the compounds above.
OX1R antag-1 | STK33 inh | OX1R antag-2 | mol
-2 | -1.7 | 19 | COc1ccc(NC(=O)c2cc3cc(OC)ccc3oc2=O)cc1
-8 | -0.2 | 11 | CN(C(=O)c1ccc(F)cc1)c1ccc(OCC(=O)Nc2ccccc2C(=O)O)cc1
-9 | -1.1 | 39 | N#Cc1c(-c2ccccc2)ccn(Cc2ccc(Cl)cc2)c1=O
-10 | -0.6 | 6 | C=CCn1c(SCC(=O)c2c(N)n(CCC)c(=O)n(C)c2=O)nnc1-c1ccncc1
-20 | -2.0 | 18 | Cc1ccc2c(c1)NC(C(C)(C)C)CO2 (configuration not stated)
2 | -1.3 | 8 | CC1Cc2ccccc2N1C(=O)C1CCN(S(=O)(=O)c2cccs2)CC1 (configuration not stated)
-18 | 0.7 | 37 | CCn1nc(C)c(NC(=O)CCCSc2nc(-c3ccco3)cc(C(F)(F)F)n2)c1C
4 | -2.8 | -5 | CCc1nnc(NS(=O)(=O)c2ccc(NC(=O)c3ccc(S(=O)(=O)N(CC)CC)cc3)cc2)s1
-8 | 1.8 | 30 | COc1ccc(CC(=O)n2[nH]c(=O)c3ccccc3c2=O)cc1OC
0 | -0.9 | 7 | O=c1cc(CN2CCOCC2)c2c(ccc3ccccc32)o1
-8 | 1.5 | 33 | COc1ccc(N2C3=C(CC4=C2CCCC4=O)C(=O)CCC3)cc1
-17 | -1.4 | 10 | COc1cccc(CCC(=O)N2CCC(n3nccc3NC(=O)CC(C)C)CC2)c1
-20 | -1.2 | 4 | Cc1ccc(-c2noc(-c3c(C)noc3C)n2)cc1
-15 | 0.8 | -2 | CS(=O)(=O)N(Cc1ccccc1Cl)c1ccc(C(=O)NCc2ccccn2)cc1

New compounds follow:
OX1R antag-1 | STK33 inh | OX1R antag-2 | mol
-7 | -1.7 | 7 | COc1ccc(C(=S)N2CCCCC2)cc1Br
-4 | -1.0 | 5 | C[C@H]1CCC[C@]2(O[C@H](CCO)C[C@@H](O)[C@@H]2O)O1
-21 | -3.2 | 11 | O=C1C(Cl)=C(NCC2CCCO2)C(=O)N1C1CCCCC1 (configuration not stated)
-3 | -0.2 | 64* | COc1ccc(CCNC(=O)CSc2ccc3ccccc3c2)cc1OC
-17 | -2.0 | 8 | O=C(c1sc2ccccc2c1Cl)N1CCN(c2ccccc2F)CC1
